Assay outcomes: PubChem BioAssay, National Center for Advancing Translational Sciences (NCATS)
TDP-43 yeast inh – qHTS of TDP-43 Inhibitors. TDP-43 expressing yeast growth rescue, BacTiter-Glo, 24 h. hit rate 1.8% among 410,000. Potency, µM (doses to about 46.1 µM), without a hit: at the highest dose growth rescue (activation), hits mostly activators; note: % of control where 0% means no effect; nearly all actives have a fitted effect of over 50% in size
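Luminescence from BacTiter-Glo reports growth of TDP-43-expressing yeast after 24 hr at 30 deg C with compound. Cells were raffinose-pregrown to mid-log, then seeded in galactose medium at OD600=0.02.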
PTHR1 ag – qHTS for PTHR1 Agonists: Primary Screen; AID 743266, 2014; HEK293 GP2 PTHR1 cells, GloSensor cAMP luminescence, 1 h; hit rate 0.075% among 410,000; Parathyroid hormone/parathyroid hormone-related peptide receptor (Homo sapiens), Q03431; Potency, µM (top dose mostly 115 µM), for inactives: at the highest dose activation, actives largely listed as activators; note: nearly all actives have a fitted effect of over 55% in size; some results filed as inactive show a strong effect at the top dose; inactives centre near -15; many of its hits are not listed in these tables
Target sequence (Q03431 whole entry, looked up): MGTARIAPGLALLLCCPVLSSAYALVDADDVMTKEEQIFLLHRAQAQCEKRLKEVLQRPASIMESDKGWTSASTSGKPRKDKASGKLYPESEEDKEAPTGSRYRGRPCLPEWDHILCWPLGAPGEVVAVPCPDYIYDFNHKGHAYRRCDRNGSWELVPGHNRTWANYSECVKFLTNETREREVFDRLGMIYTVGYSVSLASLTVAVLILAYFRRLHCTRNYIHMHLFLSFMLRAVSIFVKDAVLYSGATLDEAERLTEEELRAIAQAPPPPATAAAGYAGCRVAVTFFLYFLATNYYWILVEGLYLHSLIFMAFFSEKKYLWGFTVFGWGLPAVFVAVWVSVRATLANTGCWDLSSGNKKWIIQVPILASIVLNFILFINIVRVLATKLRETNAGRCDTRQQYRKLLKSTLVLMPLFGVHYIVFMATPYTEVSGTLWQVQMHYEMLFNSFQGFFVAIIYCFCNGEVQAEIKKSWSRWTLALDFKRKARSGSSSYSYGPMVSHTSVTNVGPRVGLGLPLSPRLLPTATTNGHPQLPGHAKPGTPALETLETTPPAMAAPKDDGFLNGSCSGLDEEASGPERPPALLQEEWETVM
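HEK-293-derived GP2 cells expressing PTHR1 and a GloSensor cAMP reporter, 3,000/well, plated overnight, given luciferin plus IBMX (each 0.5 mM as added) for 1 h at 37 °C, then compound for 1 h at 37 °C. Luminescence was read after 15 min at room temperature.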
FUS suppressor – qHTS for Suppressors of FUS Proteinopathy: Primary screen using FUS-linked yeast assay; Potency, µM (highest dose often 76.6 µM), inactives show top-dose growth rescue (activation), hits mostly activators; hit rate 0.24% among 390,000; S. cerevisiae FUS-expressing, growth rescue, OD600, 24 h; AID 1347120, 2019;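 note: plate controls were DMSO vehicle for no effect and reference control for full effect; nearly all actives have a fitted effect of over 55% in size; some results filed as inactive show a strong effect at the top dose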
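Cultures pregrown in 2.5% raffinose medium are shifted to minimal medium containing 2% galactose to express toxic FUS. Compounds are tested at several concentrations. After 24hr at 30C, growth is quantified at 600 nm absorbance.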
* marks the source's active call; other numbers are inactive results; i = inactive; ? = inconclusive; [ ] = another dose, or the depositor's remark. Calls come from the whole dose curve; as a rule, active = well fitted curve in the direction sought with a large enough effect; inconclusive = small, poorly fitted or top-dose-only effect, or another doubt; inactive = no such curve, though single readings can be large; an effect the other way counts as inactive or inconclusive. Potency is the fitted concentration of half-maximal effect.

SMILES	TDP-43 yeast inh	PTHR1 ag	FUS suppressor
CCCCCNC(=O)c1c[nH]c2ccc(S(=O)(=O)N3CCC(C)CC3)cc2c1=O	-8.4%	-5.0%	-18.6%
COc1ccc(C2C=C(c3ccccc3)Nc3nc(NC(=O)/C=C/c4ccc(F)cc4)nn32)cc1 (stereo not drawn)	0.0%[9.22 µM]	-24.9%	14.6%
Cc1ccc(Cn2cc(CCC(=O)NC3CCC(C)CC3)c3ccccc32)cc1 (stereo not drawn)	0.7%	i	11.1%
CC(C)(C)C(=O)NC1CC(=O)N(c2ccc3c(c2)OCCO3)C1 (stereo not drawn)	-4.8%	-33.5%[inhibitor]	-6.3%
CCOc1ccc(C(=O)c2cn(CC(=O)Nc3cc(OC)ccc3OC)c3cc(OC)c(OC)cc3c2=O)cc1	6.9%	i	-17.7%
Cc1c(CNCCCc2ccccc2)c(C(=O)O)c(C)n1Cc1ccc(Cl)cc1	-10.6%	-4.3%	15.5%
COC(=O)c1sc2cccc(F)c2c1S(=O)(=O)Nc1ccc(N(C)C)cc1	0.8%	i	10.0%
COC(=O)c1ccc(OC)c(Cn2c(=O)n(-c3ccc(C)cc3)c(=O)c3c2cnn3C)c1	11.2%	-25.5%	19.5%
CN(C(=O)CSc1nc(C2CCCC2)nc2c1c(=O)n(C)c(=O)n2C)c1ccccc1	19.0%[9.22 µM]	-64.0%[inhibitor]	6.0%
Cc1cc(C)c(S(=O)(=O)NCCc2cc3cc(C)c(C)cc3[nH]c2=O)c(C)c1	19.4%	-7.2%	-4.3%
COc1ccc(-c2c3c(=O)n(C)c(=O)n(C)c3c3c(-c4ccccc4)nc4ccccc4n23)cc1	24.3%	i	-0.5%
Cc1ccc(NC(=O)N2CCc3cc(S(=O)(=O)N4CCC(C)CC4)ccc32)cc1F	-9.3%	19.6%	-10.1%

4 entries from above in another layout:
> Cc1ccc(Cn2cc(CCC(=O)NC3CCC(C)CC3)c3ccccc32)cc1 (stereo not drawn)
  TDP-43 yeast inh: 0.7%	PTHR1 ag: i	FUS suppressor: 11.1%

> CC(C)(C)C(=O)NC1CC(=O)N(c2ccc3c(c2)OCCO3)C1 (stereo not drawn)
  TDP-43 yeast inh: -4.8%	PTHR1 ag: -33.5%[inhibitor]	FUS suppressor: -6.3%

> CCOc1ccc(C(=O)c2cn(CC(=O)Nc3cc(OC)ccc3OC)c3cc(OC)c(OC)cc3c2=O)cc1
  TDP-43 yeast inh: 6.9%	PTHR1 ag: i	FUS suppressor: -17.7%

> Cc1c(CNCCCc2ccccc2)c(C(=O)O)c(C)n1Cc1ccc(Cl)cc1
  TDP-43 yeast inh: -10.6%	PTHR1 ag: -4.3%	FUS suppressor: 15.5%

Next part:
SMILES	TDP-43 yeast inh	PTHR1 ag	FUS suppressor
CN1c2ccccc2-c2nc(SCC(=O)Nc3ccccc3)ncc2S1(=O)=O	1.6%	-3.8%	6.6%
CCc1ccccc1Nc1cc(C(=O)NC2CCC(C)CC2)c2ccccc2n1 (stereo not drawn)	29.2%	i	-8.5%
Cc1ccccc1CSc1nc2c([nH]c3ccccc32)c(=O)n1C	11.9%	i	-9.8%
COc1ccc(CCNC(=O)c2ccc3c(c2)nc2n3CCC(C)C2)cc1OC (stereo not drawn)	9.6%	-2.0%	9.9%
COc1ccc(NC(=O)c2c(NCc3ccc(OC)c(OC)c3OC)sc3c2CCC3)c(OC)c1	13.0%	i	42.2%
Cc1ccc(OCC(=O)NCC2(N3CCN(C)CC3)CCCCC2)cc1	-7.5%	1.2%	0.1%
Cc1cccc(CSc2cn(CC(=O)N3CCCCC3)c3ccccc23)c1	12.6%	21.8%	24.1%
COc1ccc(OCc2ccc(-c3nc(C#N)c(NCc4ccccc4)o3)o2)cc1	6.7%	-61.4%[inhibitor]	-0.4%
Fc1ccc(-c2noc3ncnc(N4CCCCC4)c23)cc1	15.7%	-18.3%	15.9%
CC(C)OCCCn1c(=O)c2ccccc2n2c(-c3ccccc3F)nnc12	-0.7%	i	2.9%
COc1ccc(-c2nc(CSCC(=O)NCc3ccccc3Cl)c(C)o2)cc1OC	25.1µM*	-34.8%[inhibitor]	27.8%
COc1ccc(NC(=O)NC(C)c2c(-n3cccc3)sc(C)c2C)cc1OC (stereo not drawn)	12.6%	-26.4%	42.7%
CCOC(=O)N1CCN(C(=O)c2cnn(-c3cccc(C)c3)c2-n2cccc2)CC1	26.8%	-33.4%[inhibitor]	34.7%
COc1ccc(NC(=O)C2=C(C)Nc3nc(SCc4ccccc4)nn3C2c2cc(OC)ccc2OC)cc1 (stereo not drawn)	16.1%	i	1.7%
Oc1c(C(c2ccccc2F)N2CCC3(CC2)OCCO3)sc2nc(-c3ccco3)nn12 (stereo not drawn)	15.7%	-34.1%[inhibitor]	4.6%
COc1ccc(CCNC(=O)c2c(O)nc3c(C)cccn3c2=O)cc1OC	-59.4%[inhibitor]	-23.4%	7.5%
O=C(c1nc(-c2ccc(Cl)cc2)n2c1CCCCC2)N1CCN(c2ccc(F)cc2)CC1	?	-16.5%	?
O=C(Nc1ccc(Cl)cc1F)c1oc(=O)c2ccccc2c1-c1ccccc1	17.8%	i	-15.3%
Cc1cccc(NC(=O)Cn2nnc(C(=O)NCc3cccs3)c2N)c1	6.7%	i	-1.6%
CC1=C(C(=O)Nc2ccccc2)C(c2ccccn2)n2nc(SCc3ccccc3Cl)nc2N1 (stereo not drawn)	-29.9%	-96.8%[inhibitor]	2.9%
CCc1ccc(Cn2nnc(C(=O)Nc3ccc(C)cc3)c2N)cc1	-14.5%	-21.0%	-21.0%
Cc1ccc2[nH]c(CSc3nnc(NC(=O)c4ccccc4C)s3)cc(=O)c2c1	6.5%	-41.8%[inhibitor]	3.1%
COc1ccc(CCNC(=O)CSc2cn(CCNC(=O)c3c(F)cccc3F)c3ccccc23)cc1OC	0.0%	-11.4%	42.5%
O=C(NCc1ccccc1)c1cccc(NC(=O)N2CCSc3ncccc32)c1	21.7%	-30.5%[inhibitor]	-8.1%
CCCCCOc1ccc(Cn2c(=O)oc3ccccc32)cc1	20.0%	i	-18.1%
Cc1ccc(C(=O)c2cn(CC(=O)NCc3ccccc3)c3nc(C)ccc3c2=O)cc1	5.4%	i	-6.4%
CCN(C(=O)CN1C(=O)c2ccccc2Sc2ccc(C(=O)OC)cc21)c1cccc(C)c1	-9.0%	-24.6%	37.7%
Cc1cccc(-n2c(SCC(=O)Nc3ccccc3Cl)nc3n[nH]c(C)c3c2=N)c1	0.0%	i	26.9%
Cc1ccc(-c2cn3c(n2)sc2cc(C(=O)N4CCCCC4)ccc23)cc1	22.5%	-78.8%[inhibitor]	4.0%
Cc1ccc(C)c(N2CCN(C(=O)C3CCN(c4nc(-c5ccc(C(C)C)cc5)no4)CC3)CC2)c1	?	-22.3%	27.0%
CCN(CC)c1cc(C)c2cc(NC(=O)c3cccc(F)c3)ccc2n1	15.0%	i	2.2%
CCn1cc(C(=O)NCc2ccc(C)cc2)c(=O)c2cc(S(=O)(=O)N3CCCCCC3)ccc21	14.2%	i	-5.2%
COc1cc(SC)ccc1C(=O)Nc1ccc(S(=O)(=O)Nc2nccc(C)n2)cc1	19.5%	-17.6%	-4.3%
CCN1C(=O)c2ccccc2Sc2ccc(NC(=O)c3ccc(C#N)cc3)cc21	0.5%	-88.4%[inhibitor]	-20.5%
CC(=O)c1ccc(NC(=O)COc2ccccc2-c2nc(-c3cccc(C)c3)no2)cc1	6.7%	-1.2%	0.1%
CCC(=O)N1CCc2cc(S(=O)(=O)NC(C(=O)Nc3ccc(C(C)=O)cc3)C(C)C)ccc21 (stereo not drawn)	10.8%	-34.8%[inhibitor]	7.9%
COC(=O)c1c(-c2cccs2)csc1NC(=O)COc1ccc(C)cc1	8.0%	-18.7%	16.5%
CC(=O)N1CCc2c(sc3c2c(=O)n(-c2ccccc2C)c(=O)n3Cc2cccc(F)c2)C1	24.2%	-49.9%[inhibitor]	?
O=C(CNS(=O)(=O)c1cccs1)N1CCN(c2ccccc2Cl)CC1	?	i	9.6%
Cc1ccc(Cl)cc1N1CCN(C(=O)c2nn(C)c3c2CS(=O)(=O)c2ccccc2-3)CC1	7.7%	-22.2%	?
Cc1c(C(=O)Nc2cccc(Cl)c2)oc2ccc(S(=O)(=O)N3CCOCC3)cc12	0.0%	-3.1%	10.2%
CCn1c(CN2CCOCC2)nc2cc(NC(=O)c3cc(OC)c(OC)c(OC)c3)ccc21	11.9%	i	8.8%
CCn1c(SCc2ccccc2F)nc(=O)c2c(C(=O)OC)cc(C3CC3)nc21	?	-63.5%[inhibitor]	?
Cc1ccc(CN(C(=O)COc2ccc(Cl)cc2C)C2CCS(=O)(=O)C2)o1 (stereo not drawn)	5.7%	-25.5%	31.3%
Cc1ccc(CNC(=O)CSCc2nc(-c3cccc(C)c3)oc2C)cc1	23.3%	-1.0%	27.3%
Cc1cccc2sc(N(Cc3cccnc3)C(=O)c3cccs3)nc12	31.6µM*	i	18.5%
CCN(C(=O)c1cn(CC)c(=O)c2cc(OC)c(OC)cc12)c1ccc(C)c(C)c1	10.0%	i	26.8%
O=S(=O)(c1ccc(Cl)cc1)c1nnn2c1nc(NC1CCCCC1)c1sccc12	24.9%	-34.1%[inhibitor]	-2.6%
Cc1ccccc1-c1noc(CSc2nc3ccccc3[nH]2)n1	?	-31.3%	1.2%
Cc1oc2ncn(CC(C)C)c(=O)c2c1C(=O)NCCCN1CCCCC1C (stereo not drawn)	23.1%	-12.5%	3.8%
COc1ccc2nc(N3CCN(C(=O)C4CC4)CC3)sc2c1	?	i	-8.5%
Cc1cccc(NC(=O)CSc2nc3ccccc3c3nc(CCn4cncc4C)nn23)c1	8.0%	-6.0%	9.3%
COc1cccc(Cn2c(=O)cc(C)c3c(C)nn(C)c32)c1	?	-8.0%	1.6%
COc1ccccc1-c1nnc(C2CCN(C(=O)c3ccc(Cl)cc3)CC2)o1	0.0%	?	-13.6%
COc1cccc(/C=C/c2nc(C#N)c(NCCc3ccc(OC)c(OC)c3)o2)c1	-3.2%	-3.8%	7.6%
Cc1cccc(-c2nc(SCC(=O)N3CCc4ccccc43)c3c(=O)n(C)c(=O)n(C)c3n2)c1	18.2%[9.22 µM]	i	-27.9%
Cc1cccn2c(=O)cc(COc3cccc(NC(=O)c4cccc(Cl)c4)c3)nc12	-6.9%	24.4%	-4.3%
CC(=O)N1CCc2c(sc3c2c(=O)n(CCc2ccccc2)c(=O)n3CC(=O)Nc2ccccc2F)C1	21.3%	i	-0.9%
N#Cc1cccc(NC(=O)c2cc3c(s2)-c2ccc(Cl)cc2SC3)c1	9.8%	-30.5%[inhibitor]	-1.7%
CN(C)c1ncc(C(=O)NCc2ccc(Cl)cc2)cn1	22.2%	i	-26.5%

The listing continues.
SMILES	TDP-43 yeast inh	PTHR1 ag	FUS suppressor
CCOC(=O)c1ccc(NC2SC(=O)N(Cc3cccc(C(=O)O)c3)C2=O)cc1 (stereo not drawn)	24.4%	-2.0%	16.9%
CN(C)CCCN(C(=O)c1cccs1)c1nc2ccc(F)cc2s1	-1.2%	i	-1.6%
CC(=O)N1CCCC1c1nc2ccccc2n1Cc1ccccc1F (stereo not drawn)	4.9%	-12.5%	3.9%
CCOc1ccccc1C(=O)Oc1c(S(=O)(=O)c2ccc(C)cc2)c(C)nn1-c1ccccc1	-32.2%[inhibitor]	-32.3%[inhibitor]	-25.0%
Cc1n[nH]c(C)c1S(=O)(=O)N(CC(=O)NCc1ccccc1Cl)c1ccc(C(C)C)cc1	17.9%	-57.6%[inhibitor]	24.1%
Cc1cccc(-c2nn3c(=O)cc(CN4CCN(S(=O)(=O)c5ccc(Cl)cc5)CC4)nc3s2)c1	5.0%	i	?
CCN(C(=O)c1sc2nc3n(c(=O)c2c1C)CCCCC3)c1ccc(OC)cc1	22.3%	-13.5%	-20.5%
Cc1ccc2oc(-c3ccc(Cl)cc3)c(O)c(=O)c2c1	2.0%	-22.1%	-20.8%
O=C1Cc2cc(S(=O)(=O)Nc3cccc(C(F)(F)F)c3)cc3c2N1CCC3	24.0%	9.3%	-4.6%
Cc1ccc(C(C)C)c(OCC(=O)Nc2ccc3c(c2)nc(CCNC(=O)c2ccco2)n3C)c1	0.0%	i	-12.0%
COc1ccc(OC)c(CNC(=O)CCCn2nc(C)c3c(C)n(-c4ccc(C)cc4)nc3c2=O)c1	8.0%	-24.8%	0.9%

The list is partial; count on the stated rates, not on these rows.
